Vif imaging – inhibitors of HIV Vif; inhibition, % at 7.49 µM; HEK293T cells, Vif self-association by quenched fluorescence, imaging, 24 h; 340,000 tested, 0.35% active; AID 602346; in the data active = inhibition above about 50%, passing the limit was not always enough; note: some results filed as inactive read as strong as hits
HTR2A ag – agonists of mouse serotonin 5-HT2A receptor (HTR2A); P35363; CHO-K1 mHTR2A beta-arrestin complementation, luminescence; percent of 30 µM serotonin response; activation, % at 7.6 µM; 360,000 tested, 0.66% active;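 active = activation above a run cutoff, the mean activation of all tested compounds plus 3 SD, cut at about 14% in these data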;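 note: 0% = plate median of compound wells and 100% = 30 µM serotonin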
Cardio protect – protects H9c2 cardiomyocytes from peroxide injury; H2O2 injury protection, ATPLite, 2 h; protection from H2O2 cell death, % at 20 µM; 360,000 tested, 0.63% active; AID 588492;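 active = compounds giving at least 50% protection of heart cells from peroxide-induced death in the single-dose screen, raw or plate-pattern-corrected value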;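 note: 0% = DMSO wells with peroxide and 100% = DMSO wells without peroxide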
N-glyco inh – N-linked glycosylation inhibition | D54 ERlucT glycosylation luciferase reporter, 24 h; percent of 100 nM tunicamycin response | reporter increase, % at 12.5 µM | 360,000 tested, 0.23% active | AID 588692;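 active = mean luciferase reporter signal, scaled so untreated is 0 and the glycosylation-blocking control 100, at or above a set limit in every replicate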;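 note: luciferase carries N-glycosylation sites so blocking glycosylation raises the light; 0% = median of neutral control wells and 100% = median of 100 nM tunicamycin wells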
CaV13 FRET inh – Disruptors of the CACNA1D IQ motif to Ca2+-dependent inactivation inhibitor domain association, primary screening, Förster resonance energy transfer in intact living …; 340,000 tested, 0.098% active; inhibition, % at 12.3 µM; HEK cells, CFP/YFP FRET ICDI-IQ, plate reader, 10 min; percent FRET-ratio fall versus neutral wells;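 active = mean replicate inhibition of at least 30% and at least 1% of replicates passing that level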;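 note: 0% = median of the neutral control wells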
PDI inh – PDI (human) enzyme inhibition. PDI insulin aggregation turbidity, A650, 90 min. inhibition, % at 10 µM. 350,000 tested, 0.052% active. P07237;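 active = mean inhibition across replicates of 30% or more, whatever share of single replicates reach that level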;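 note: absorbance from insulin aggregation driven by PDI reduction with DTT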
Target sequence (P07237 whole entry, looked up): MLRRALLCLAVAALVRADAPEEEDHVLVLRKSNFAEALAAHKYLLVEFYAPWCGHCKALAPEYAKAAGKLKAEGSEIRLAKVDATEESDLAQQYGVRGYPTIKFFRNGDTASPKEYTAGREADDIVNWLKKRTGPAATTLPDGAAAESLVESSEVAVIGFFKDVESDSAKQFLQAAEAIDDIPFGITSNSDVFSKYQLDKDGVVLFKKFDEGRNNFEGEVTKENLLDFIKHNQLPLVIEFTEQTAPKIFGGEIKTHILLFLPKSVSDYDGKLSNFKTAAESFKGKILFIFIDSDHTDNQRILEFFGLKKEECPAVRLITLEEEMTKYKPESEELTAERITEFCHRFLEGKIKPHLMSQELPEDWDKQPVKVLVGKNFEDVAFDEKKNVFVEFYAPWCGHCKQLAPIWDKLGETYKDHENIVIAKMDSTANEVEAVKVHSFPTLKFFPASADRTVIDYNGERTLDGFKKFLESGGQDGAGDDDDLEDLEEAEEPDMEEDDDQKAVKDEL
ABCB6 inh MLPCN – blocks the human ABCB6 transporter; fluorescence ratio to DMSO, % at 10 µM; K562-ABCB6 porphyrin accumulation, flow cytometry, 1 h; hits give low values; 360,000 tested, 0.19% active; Q9NP58;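 active = fluorescence ratio to DMSO below 75%, the collection mean minus 3 SD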;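 note: signal is porphyrin accumulated inside mitochondria; 100% equals median channel fluorescence of DMSO control wells; lower ratio means ABCB6 inhibition with less porphyrin fluorescence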
aDG glyco up – increases alpha dystroglycan glycosylation; AID 624168; Pro5-aDG cells, alpha-DG glycosylation AlphaScreen (IIH6); 0% Pro5, 100% B10-LARGE cell signal; activation, % at 10 µM; 360,000 tested, 0.22% active;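 active = activation of at least 8% versus controls, or a plate z-score of at least 8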;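 note: Pro5 are CHO cells carrying HIG-tagged alpha-DG that lacks glycosylation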
MC4R barr agon – activates human MC4R beta-arrestin recruitment; P32245; U2OS MC4R beta-arrestin complementation, luminescence; percent of melanotan II response, DMSO zero; activation, % at 8.9 µM; 360,000 tested, 0.98% active; AID 540308;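 active = activation above a per-plate cutoff, the mean activation of sample wells on that plate plus 3 SD, cut at about 8% in these data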
Target sequence (P32245 whole entry, looked up): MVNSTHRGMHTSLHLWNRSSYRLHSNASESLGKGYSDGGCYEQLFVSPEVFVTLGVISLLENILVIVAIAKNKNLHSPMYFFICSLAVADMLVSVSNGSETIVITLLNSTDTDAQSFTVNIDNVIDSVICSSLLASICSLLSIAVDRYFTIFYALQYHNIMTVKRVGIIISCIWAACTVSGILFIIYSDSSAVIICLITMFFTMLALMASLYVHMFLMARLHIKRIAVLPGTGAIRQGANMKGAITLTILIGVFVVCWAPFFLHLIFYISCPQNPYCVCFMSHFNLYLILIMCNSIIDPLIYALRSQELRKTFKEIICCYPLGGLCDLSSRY
MC4R antagonist – blocks human MC4R cAMP signaling; P32245; MC4R-expressing cells, MTII-stimulated cAMP, LANCE TR-FRET; inhibition, % at 6.5 µM; 360,000 tested, 0.48% active;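 active = inhibition above its plate's cutoff, the mean of tested wells on that plate plus 3 SD, cut at about 29% in these data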;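 note: 0% = Melanotan II alone and 100% = Melanotan II plus saturating MCL0020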
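material = U2OS cells stably expressing human melanocortin 4 receptor (MC4R) | also added = Melanotan II challenge | dosing = single nominal compound dose of 6.5 µM | detection = TR-FRET with Eu-cAMP and labeled anti-cAMP, 671 nm | replication = singlicate | timing = compound 30 min, challenge 1 h, detection 1 h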
* hit, by the source's call; · = no result given.

entry	canonical_smiles	Vif imaging	HTR2A ag	Cardio protect	N-glyco inh	CaV13 FRET inh	PDI inh	ABCB6 inh MLPCN	aDG glyco up	MC4R barr agon	MC4R antagonist
1	Cc1cc(N2CCN(C3CCCC3)CC2)n2c(nc3ccccc32)c1C#N	7	0	-12	0	-3	9	100	0.1	-2.5	7
2	Oc1ccc(C[C@@H]2CNCCN2CCC23CC4CC(CC(C4)C2)C3)cc1	-15	-1	2	-4	-13	1	90	-0.3	4.1	-1
3	Cc1ccc(S(=O)(=O)N2CCN(Cc3cc(=O)n4ccccc4n3)CC2)c(C)c1	-3	5	8	-2	-5	-2	105	-0.3	-1.9	8
4	Oc1ccc(/C=N/NC(=S)NCCN2CCOCC2)c(O)c1	21	2	4	0	-4	12	95	-0.2	-2.7	-3
5	O=C(Cn1ccc([N+](=O)[O-])n1)NCC1CCCO1 (centres undefined)	9	-7	0	0	-4	-4	107	-0.2	-2.9	-1
6	COc1ccc(CCNC(=O)c2cnc3ccccn3c2=O)cc1	17	2	-5	1	-5	·	96	0.3	-1.1	19
7	O=S(=O)(Nc1ccc(Br)cc1)N1CCOCC1	1	2	0	0	-6	22	105	-0.3	-4.4	4
8	CC(=O)c1ccc(NC(=O)[C@@H]2CCCN2C(=O)OC(C)(C)C)cc1	10	6	-5	2	-5	3	97	-0.1	1.4	8
9	CCCCN(C(=O)c1ccccc1Br)C(c1ccc(OC)cc1)c1nc2ccccc2[nH]1 (centres undefined)	10	-2	6	-1	-3	·	96	-0.2	·	·
10	Cc1oc(-c2ccccc2)nc1C(=O)Nc1nccs1	-8	1	5	2	-6	-4	99	4.4	2.2	3
11	CN(C)CCCN(C(=O)c1ccc(Br)s1)c1nc2cc3c(cc2s1)OCO3	-4	-6	-24	-4	-6	-2	97	0.1	-0.5	-4
12	CC(=O)Nc1ccc(NC(=O)c2ccc(Cl)nc2)cc1	13	2	4	3	-6	1	100	-0.2	-0.4	-4
13	COc1ccc(S(=O)(=O)N2CCN(C(=O)CN3C(=O)NC(C)(C)C3=O)CC2)cc1	7	2	5	-1	-3	12	95	-0.2	-0.3	-1
14	COC(=O)C1=C(C)N(C)C(=O)NC1c1c(O)ccc2ccccc12 (centres undefined)	6	1	6	2	-5	5	94	0.0	-0.7	-3
15	COc1cc(NC(=S)Nc2cccnc2)cc(OC)c1	-2	1	11	2	-3	2	93	0.1	-1.2	14
16	C/C(=N\NC(=O)c1c(Cl)cnn1C)c1ccc(NC(=O)c2ccc(Br)o2)cc1	5	-5	26	-3	-2	0	85	0.0	-1.7	10
17	CCOC(=O)c1c(C)n(C)c2cc(Br)c(OC)cc12	-8	0	-7	-1	-4	3	101	0.5	0.5	5
18	O=C(c1cccc(NS(=O)(=O)c2ccc(F)c(F)c2)c1)N1CCN(C(c2ccccc2)c2ccccc2)CC1	-15	5	-7	-4	-4	-6	89	0.0	-0.2	10
19	O=C(CN1CCCSc2ccccc21)N1CCN(S(=O)(=O)c2cccc(F)c2)CC1	-5	-5	18	-1	-5	1	81	0.0	-2.3	5
20	COc1cccc(CC(=O)OCC(=O)Nc2nnc(-c3ccccc3)o2)c1	4	7	3	1	·	-1	96	-0.2	-2.6	0
21	CCS(=O)(=O)N1CCC(C(=O)NCC2CCCO2)CC1 (centres undefined)	-3	5	-3	3	·	0	98	0.0	-0.6	6
22	O=C(Nn1cnnc1)c1ccc(Cl)cc1[N+](=O)[O-]	10	8	4	1	-23	-7	99	0.2	0.3	0
23	CCOC(=O)c1cccnc1SCc1cc(=O)n2ccccc2n1	-6	4	40	-3	-7	5	99	-0.2	-1.5	7
24	Cc1ccsc1C(=O)OCC(=O)Nc1c(C)n(C)n(-c2ccccc2)c1=O	·	-3	-5	1	0	11	99	0.0	-2.4	-1
25	CC(NC(=O)c1cc(F)c(F)c(F)c1F)c1ccc(-n2ccnc2)cc1 (centres undefined)	3	3	-9	-3	-6	-5	101	0.4	2.4	14
26	Cc1ccc(OCCCCNC(C)(C)C)c([N+](=O)[O-])c1	6	-1	16	0	-7	-8	100	0.1	3.6	-9
27	Cc1ccc(NC(=O)CSc2nnc(CNC(=O)c3ccccc3F)o2)cc1Cl	-1	-4	1	2	-3	0	107	-0.1	0.3	2
28	CCC(=O)N1CCN(c2ccccc2NC(=O)COc2cccc(C)c2C)CC1	-9	2	10	-4	-3	2	95	0.7	-1.4	9
29	COc1ccc2cc(C3(C)NC(=O)N(CC(=O)NCCC4=CCCCC4)C3=O)ccc2c1 (centres undefined)	-5	3	-5	0	-7	-9	90	-0.2	-1.8	-8
30	COc1ccc(C(=O)NCC(c2ccc(F)cc2)N2CCOCC2)cc1S(=O)(=O)N1CCCC1 (centres undefined)	8	-2	1	0	-5	-3	103	-0.1	-1.4	10
31	Cc1cc(C)n(-c2nc3c(c(=O)n(C)c(=O)n3C)n2CCO)n1	7	-1	-3	1	6	3	92	-0.2	-1.4	3
32	CC(=O)Nc1cccc(C(=O)NC(C)c2ccc(-n3ccnc3)cc2)c1 (centres undefined)	0	-4	3	2	-3	16	97	-0.1	-0.6	5
33	Cc1ccc(S(=O)(=O)CC(O)COc2ccccc2C#N)cc1 (centres undefined)	2	1	-2	1	-5	-3	105	0.0	0.1	8
34	CC(C)C(NS(=O)(=O)c1ccc2c(c1)OCCO2)C(=O)NCCc1ccccn1 (centres undefined)	-2	-2	7	3	-2	-3	150	0.0	-1.6	10
35	CCCNC(=O)NCCc1ccncc1	-2	-2	-1	1	-5	14	94	1.7	0.6	-3
36	O=C(O)c1cc(=O)n(Cc2ccccc2)c(=O)[nH]1	-8	4	5	3	-5	-5	102	-0.2	-0.9	5
37	CC(=O)Oc1ccc(C(=O)NCc2ccc3c(c2)OCO3)cc1	7	0	2	-1	-1	-1	97	-0.1	-0.2	-10
38	COC(=O)C1=C(C)N(C)C(C)=C(C(=O)OC)C1c1ccccc1C	-1	1	-6	0	-5	1	101	-0.4	-0.4	8
39	CSCc1ccc(C(=O)NCCSc2ccc(Br)cc2)cc1	-4	-13	-5	-1	-3	3	96	-0.1	-2.8	3
40	COc1ccc(CCC2=NCCN2C(CC(C)C)c2nc3ccccc3[nH]2)cc1 (centres undefined)	-6	-4	-1	2	-4	·	99	-0.1	·	·
41	Cc1ccc(Cl)cc1NC(=O)C1CCCN1S(=O)(=O)c1ccc(-c2ccc(=O)[nH]n2)s1 (centres undefined)	6	-4	-1	-2	-4	7	101	-0.1	-0.3	16
42	Cc1ccc2c(c1)N(CC(=O)N1CCC(O)CC1)C(=O)CO2	11	5	2	-1	-4	-1	90	0.2	-2.0	0
43	COc1ccc(N(CC(=O)NCc2ccco2)S(C)(=O)=O)c(OC)c1	-2	0	-2	1	-21	8	102	0.1	-2.2	-3
44	C[C@@H](OC(=O)c1[nH]cnc1C(=O)NCc1ccc(CNC(=O)OC(C)(C)C)cc1)c1ccccc1	·	-4	59*	0	-5	-4	95	1.4	0.6	20
45	Fc1ccccc1COc1ccc(Br)cc1CNCc1ccncc1	-4	-6	39	-3	·	-8	90	0.4	0.9	-4
46	O=C(Nc1sc2c(c1C(=O)O)CCC2)c1ccc(F)cc1	-1	-1	7	1	4	0	96	0.2	-1.8	17
47	Cc1cccc(N2CCN(C(c3ccccc3)c3nnnn3C(C)(C)C)CC2)c1C (centres undefined)	13	1	-16	0	·	-7	92	4.5	-0.1	3
48	Cc1cccc2c1CCCC2=O	1	3	2	0	-6	5	102	0.0	-0.4	6
49	COc1ccc(N2C(=O)CC(Sc3n[nH]c(-c4cccc(C)c4)n3)C2=O)cc1 (centres undefined)	15	8	-16	2	-4	2	94	0.3	0.6	6
50	COc1cc2[nH]c(=O)n(CCC(=O)N3CCN(Cc4ccc5c(c4)OCO5)CC3)c(=O)c2cc1OC	-4	2	2	2	-2	4	107	-0.2	4.2	18

(cont.)
entry	canonical_smiles	Vif imaging	HTR2A ag	Cardio protect	N-glyco inh	CaV13 FRET inh	PDI inh	ABCB6 inh MLPCN	aDG glyco up	MC4R barr agon	MC4R antagonist
51	O=C(CN1CCC(NC(=O)c2ccc(Br)cc2)CC1)NCc1cccs1	-12	-3	-1	-1	-5	6	98	0.5	-3.5	0
52	CCC1CCCCN1Cc1nc2c(c(=O)n(C)c(=O)n2C)n1CC(C)C (centres undefined)	-6	9	-7	3	7	·	98	-0.2	2.0	5
53	CC(C)OC(=O)Nc1ccc2c(c1)N(C(=O)CCN1CCN(CCO)CC1)c1ccccc1CC2	-1	0	-1	3	-7	8	146	0.1	1.4	6
54	NS(=O)(=O)c1ccc(N/C=C\C(=O)c2cccc3ccccc23)cc1	5	1	-4	2	-6	-15	97	0.1	-1.3	13
55	CC1COc2c3ccccc3nn21 (centres undefined)	·	8	·	·	-10	·	128	0.0	·	·
56	Cc1ccc(C(=O)N/N=C/c2ccc(-c3cccc(Cl)c3)o2)cn1	-7	-1	32	10	-2	-4	95	0.0	-2.7	1
57	Nc1nonc1-n1nnc(C(=O)N/N=C/c2cccc(Cl)c2)c1-c1cccs1	-11	-5	-7	3	-2	-8	98	-0.1	-2.1	-1
58	COc1ccc(Cl)cc1NC(=O)CN1c2ccccc2CC1C (centres undefined)	5	-1	-5	-4	-6	-1	100	0.0	-1.8	9

Assay outcomes from PubChem.
